CXXC DNA block: inhibitors of human MLL CXXC domain-DNA interaction; Q03164; MLL-CXXC / FITC-HOXA9 DNA fluorescence polarization; Potency, µM (series often up to 115 µM), for the others: at the top dose activity change, negative = inhibition, usual class: inhibitors; actives 0.037% (n = 290,000); AID 2662; active = well fitted inhibition curve with a large enough effect in the polarisation, with a control signal flat, not every such curve was filed as active; inconclusive = small, poorly fitted or top-dose-only effect, or effect the other way, or a change in a side signal; inactive = no such curve, though single readings can be large or run the other way; the % refers to the polarisation; note: potency is the fitted concentration of half-maximal effect
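Fluorescence polarization: 7 uM MLL-CXXC (stock) preincubated 5 min with compounds, then 50 nM fluorescein-HOX-A9 DNA (stock) added; 30 min ambient. Buffer 50 mM Tris-HCl pH 7.5, 50 mM NaCl, 1 mM DTT, 0.05% BSA.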
TCR activator: T cell receptor activation; primary human leukocytes, anti-CD3, IL-2 HTRF, 48 h; Potency, µM (top dose mostly 9.22 µM), for inactives: top-dose activation of IL-2 secretion, actives largely listed as activators; 330,000 tested, under 10 active; AID 504894; note: % of control where 0% means no effect
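TCR engagement came from a-CD3 beads alone, with compounds added to primary human leukocytes for 48 hr. Secreted IL-2 bridged europium cryptate- and d2-labelled anti-IL-2 antibodies, giving FRET emission at 665nm after 320nm excitation.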
BRCA1 expr act: activators of BRCA1 expression | AID 624202 | actives 1.1% (n = 380,000) | MCF7-BRCA1-FFLuc reporter, luminescence, 48 h; response scale: scaled: vehicle 0%, 10 µM genistein 100% | Potency, µM (doses to about 46.1 µM), for the others: at the top dose activation, hits mostly activators; note: potency is the fitted concentration of half-maximal effect; nearly all actives have a fitted effect of over 80% in size; some results filed as inactive show a strong effect at the top dose
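MCF7 cells carrying a BRCA1-firefly luciferase reporter (2000 cells/well, phenol-red free MEM) were attached for 2 h at 37 °C, then given compounds for 48 h. Luminescence was read 15 min after luciferase reagent; activity normalized to genistein (10 microM) and DMSO.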
ELG1 repair inh: blocks ELG1-dependent DNA repair in HEK293T cells; actives 2.3% (n = 330,000); AID 504467; Potency, µM (highest dose often 46.1 µM), inactives show at the highest dose activity change, negative = inhibition, hits mostly inhibitors; HEK293T ELG1-luciferase reporter, luminescence, 16 h; DNA damage induced by 5-fluorouridine; note: potency is the fitted concentration of half-maximal effect; % is set by controls: 0 for no effect and ±100 for the full control effect; nearly all actives have a fitted effect of over 55% in size
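5-Fluorouridine DNA damage + compound/DMSO, 2,000 cells/well, 16 h, 37 °C/5% CO2. ONE-Glo, 30 min RT, luminescence. Readout = decrease in reporter signal.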
AT treatment: potential ataxia-telangiectasia treatment. […] A-T fibroblasts, KAP-1 phosphorylation AlphaLISA; neocarzinostatin DNA damage 30 min before lysis. Potency, µM (titrated, usually from 57.5 µM), without a hit: at the highest dose activation, usual class: activators. actives 0.19% (n = 320,000); note: potency is the fitted concentration of half-maximal effect; % of control where 0% means no effect; nearly all actives have a fitted effect of over 45% in size
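hTERT-immortalized A-T patient fibroblasts ([…]), 500 cells/well in OPTI-MEM, 1% FBS, got compounds for 60 min, then NCS for 30 min at 37C. Lysates were then assayed for phospho-KAP-1 by AlphaLISA (anti-pKAP1 donor, anti-KAP1 acceptor beads), 6 hr at 25C.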
Integrin act MD: activates integrin-mediated alleviation for muscular dystrophy | AID 624291 | Potency, µM (titrated, usually from 38.3 µM), for the others: at the top dose activation, most hits filed as activators | alpha7betagal myoblasts, beta-gal FDG fluorescence, 48 h | actives 0.064% (n = 350,000);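 note: potency is the fitted concentration of half-maximal effect; 100% = response of the positive control SU9516; nearly all actives have a fitted effect of over 60% in size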
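alpha7betagal+/- myoblasts (passage 13, 250/well) treated 48 h at 37C with compounds at 1:260 dilution of DMSO stock. Lysed, then beta-galactosidase activity read as FDG fluorescence (ex 480/em 540) after 30 min, with pre-read for autofluorescence.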
p53 reactivator: restores transcriptional activity of mutant p53 | H1299 p53-A138V BP100-luciferase reporter, luminescence, 24 h | Potency, µM (titrated, usually from 92.2 µM), inactives show at the highest dose activity change, positive = activation, most hits filed as activators | actives 0.063% (n = 320,000); note: potency is the fitted concentration of half-maximal effect; % of control where 0% means no effect; nearly all actives have a fitted effect of over 45% in size
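p53-null H1299 cells stably carrying temperature-sensitive p53-A138V and a BP100-luciferase reporter were pinned with compounds (4-point, 1:5 series) and held 24 hrs at 37 deg C. Luminescence was read 10 min after detection reagent.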
PTAP TSG101 blk: blocks PTAP/TSG101 interaction to inhibit HIV-1 budding. Q99816. Potency, µM (series often up to 115 µM), for the others: top-dose activity change, negative = inhibition, most hits filed as inhibitors. Fluorescence polarization, FITC-PTAP peptide / Tsg101 binding. 340,000 tested, under 10 active; active = well fitted inhibition curve with a large enough effect in the main read-out, with a control signal flat, not every such curve was filed as active; inconclusive = small, poorly fitted or top-dose-only effect, or effect the other way, or a change in a side signal; inactive = no such curve, though single readings can be large or run the other way; note: potency is the fitted concentration of half-maximal effect; % of control where 0% means no effect
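Compounds were pin-transferred onto Tsg101 binding domain (10 uM final) in HEPES pH 7.5 buffer, then FITC-PTAP peptide was added at 50 nM final. After 20 min at RT, polarization reported peptide displacement across a qHTS concentration series.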
TRPV1 ag: agonists of human vanilloid receptor 1 (TRPV1); TRPV1-expressing cells, Fluo-8 calcium influx, agonist mode; activation, % at 8.33 µM; AID 540275; Q8NER1; actives 0.19% (n = 320,000); in the data active = activation above about 80%; inconclusive = between about 30% and that limit; note: 0% is about no effect
Target sequence (Q8NER1 whole entry, looked up): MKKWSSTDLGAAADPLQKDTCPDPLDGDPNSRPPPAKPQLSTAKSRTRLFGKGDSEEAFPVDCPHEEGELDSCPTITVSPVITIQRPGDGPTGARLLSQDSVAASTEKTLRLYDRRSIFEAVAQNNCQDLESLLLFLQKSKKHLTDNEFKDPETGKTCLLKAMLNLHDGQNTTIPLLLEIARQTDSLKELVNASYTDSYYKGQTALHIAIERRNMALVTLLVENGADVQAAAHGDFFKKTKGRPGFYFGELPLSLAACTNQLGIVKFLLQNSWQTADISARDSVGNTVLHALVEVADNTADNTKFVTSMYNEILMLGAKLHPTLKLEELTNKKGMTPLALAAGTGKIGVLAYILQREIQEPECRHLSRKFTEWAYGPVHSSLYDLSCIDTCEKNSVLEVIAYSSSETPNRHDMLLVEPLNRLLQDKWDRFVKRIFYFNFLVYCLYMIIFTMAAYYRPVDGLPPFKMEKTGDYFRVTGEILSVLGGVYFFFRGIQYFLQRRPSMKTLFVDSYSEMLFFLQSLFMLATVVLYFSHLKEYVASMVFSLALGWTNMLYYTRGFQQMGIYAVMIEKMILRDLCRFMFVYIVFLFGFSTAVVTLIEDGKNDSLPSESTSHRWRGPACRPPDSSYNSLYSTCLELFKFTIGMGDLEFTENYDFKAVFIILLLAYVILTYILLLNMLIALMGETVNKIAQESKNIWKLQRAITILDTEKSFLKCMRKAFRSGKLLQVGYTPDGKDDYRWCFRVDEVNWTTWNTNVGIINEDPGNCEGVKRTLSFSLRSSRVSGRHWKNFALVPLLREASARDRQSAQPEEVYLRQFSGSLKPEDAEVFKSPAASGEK
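Fluo-8 calcium influx in TRPV1-expressing cells, kinetic read (ex 480/em 520 nm). Compound added and read 3 min for agonist activity, followed by capsaicin at EC20 final and 2 min further read for enhancement.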
B2AR arrestin: recruits beta-arrestin to the human beta2-adrenergic receptor; Potency, µM (top dose mostly 46.1 µM), for the others: at the top dose activation, most hits filed as activators; beta-arrestin recruitment to beta2AR, cell-based reporter; P07550; actives 0.02% (n = 330,000); AID 492947;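 note: potency is the fitted concentration of half-maximal effect; 0% = DMSO controls and full agonism = EC100 isoproterenol or metaproterenol; nearly all actives have a fitted effect of over 65% in size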
The depositor's hits bear a star; ? = inconclusive; . = not tested or not shown; & = joins results of further samples; [ ] = another dose, or the depositor's remark. Unless noted, calls come from the whole dose curve; as a rule, active = well fitted curve in the direction sought with a large enough effect; inconclusive = small, poorly fitted or top-dose-only effect, or another doubt; inactive = no such curve, though single readings can be large; an effect the other way counts as inactive or inconclusive. The order is random, and some 3.8% of all compounds hit somewhere here.

Sample of the layout (3 entries):
SMILES | CXXC DNA block | TCR activator | BRCA1 expr act | ELG1 repair inh | AT treatment | Integrin act MD | p53 reactivator | PTAP TSG101 blk | TRPV1 ag | B2AR arrestin
CS(=O)(=O)N(CC(=O)N1CCCCCC1)c1ccc(Cl)cc1 | -3% | 4% | -4% | 4% | 6% | ? | -1% | -3% | -1 | 2.8%
Cc1ccc(NC(=O)N2CCN(C/C=C/c3ccccc3)CC2)cc1 | -2% | 0% | 5% | -12% | 2% | -14% | 18% | 0% | ? | 0.3%
O=C1NC[C@H](Cc2ccccc2)N(CC2CCN(CCc3ccc(-c4ccccc4)cc3)CC2)C1=O | . | 6% | -32% | . | . | -31% | . | -4% | . | .

Main list (from the top)
SMILES | CXXC DNA block | TCR activator | BRCA1 expr act | ELG1 repair inh | AT treatment | Integrin act MD | p53 reactivator | PTAP TSG101 blk | TRPV1 ag | B2AR arrestin
CS(=O)(=O)N(CC(=O)N1CCCCCC1)c1ccc(Cl)cc1 | -3% | 4% | -4% | 4% | 6% | ? | -1% | -3% | -1 | 2.8%
Cc1ccc(NC(=O)N2CCN(C/C=C/c3ccccc3)CC2)cc1 | -2% | 0% | 5% | -12% | 2% | -14% | 18% | 0% | ? | 0.3%
O=C1NC[C@H](Cc2ccccc2)N(CC2CCN(CCc3ccc(-c4ccccc4)cc3)CC2)C1=O | . | 6% | -32% | . | . | -31% | . | -4% | . | .
Cc1cc(NC(=O)COC(=O)C2CCN(S(=O)(=O)c3cccc(Cl)c3Cl)CC2)no1 | -7% | 2% | 5% | 3% | 1% | 4% | -1% | -5% | 0 | 0.1%
CC(=O)c1c(N)nc2n(c1=O)CCCCC2 | 2% | -2% | 1% | -11% | 5% | 4% | -1% | -8% | -5 | -0.4%
CCOC(=O)c1c(C)nsc1NCc1ccccc1 | . | -5% | 16% | . | . | 2% | . | -7% | . | .
Cc1cc(C(=O)N2CCC(Cc3ccccc3)CC2)c(C)o1 | 22% | -21% | 1% | -18% | 5% | 2% | -7% | 0% | ? | 2.6%
COc1ccccc1N1CCN(C2=Nc3cccc4cccc2c34)CC1 | 2% | -2% | ? | ? | -9% | -17% | ? | -1% | 9 | 0.1%
O=C(Nc1csc(Cl)c1)c1ccccc1 | . | -9% | 100% | . | . | ? | . | 1% | . | .
O=[N+]([O-])c1cccc(-c2nnc3c4ccccc4c4ccccc4n23)c1 | 17% | 0% | -1% | -9% | 0% | 16% | 3% | -10% | -8 | -0.4%
COc1ccc(CNC(=O)CCN2C(=O)c3ccncc3C2=O)cc1OC | -5% | 3% | -6% | 7% | -23% | 11% | 2% | 1% | 1 | -0.1%
O=c1nc(-c2ccccc2)c2ccccc2[nH]1 | -1% | 0% | -21% | 6% | . | -5% | -6% | -3% | -8 | 0.0%
Cc1cc(C)n(CC(O)COc2ccccc2Br)n1 (stereo unspecified) | ? | . | 49% | 15% | 3% | 29% | -8% | -6% | -1 | -0.9%
CN(C)C(CNC(=O)CCc1nc2ccccc2s1)c1ccccc1 (stereo unspecified) | 4% | 5% | -11% | 3% | 4% | 27% | -4% | -2% | 0 | 0.0%
CC1(C)CC[C@]2(CO)CC[C@]3(C)C(=CCC4[C@@]5(C)CC[C@H](O)[C@@](C)(CO)C5CC[C@]43C)[C@@H]2C1 (stereo partly specified) | . | -3% | -9% | 2% | -5% | 26% | -4% | -6% | . | -0.1%
O=C(CCc1nc(-c2ccccc2)c(-c2ccccc2)o1)OCc1ccc(Cl)cc1 | 10% | -13% | -25% | 16% | 3% | 9% | -1% | -6% | 14 | -0.3%
Nn1c(SCC(=O)Nc2nccs2)nncc1=O | 8% | 3% | -8% | 0% | 3% | 7% | 5% | 0% | -4 | -0.1%
OCc1ccc(OCCCOc2cccc3cccnc23)cc1 | -3% | 3% | 12% | 6% | -1% | -18% | -7% | 0% | 3 | -0.6%
COc1ccc(OC)c(NC(=O)CCN2CCN(CCO)CC2)c1 | 13% | 0% | 6% | -5% | 1% | ? | . | -8% | 6 | -0.1%
COC(=O)C1CN(Cc2ccccc2)C(=O)C1=O (stereo unspecified) | . | 3% | 4% | . | . | -42% | . | 0% | . | .
Cc1ccc(N(CN2CCCC2=O)C(=O)c2ccc(OC(C)C)cc2)cc1 | -8% | 1% | -3% | -1% | -5% | -35% | -3% | -5% | 4 | -0.2%
COc1ccc(N2CCN(C(=O)C3CCCN(S(=O)(=O)c4ccc5c(c4)oc(=O)n5C)C3)CC2)cc1 (stereo unspecified) | -8% | 6% | -23%&-6% | -17% | 15% | -4% | -1% | -5% | 5 | 0.0%
Cc1cc(C)c2c(-n3cccc3)c(C(=O)NNS(=O)(=O)c3ccc(Br)cc3)sc2n1 | -25% | 0% | -5% | 5% | 0% | -5% | 1% | -3% | . | -0.1%
CC(C)OCCCNc1ccc(N2C(=O)CCCC2=O)cc1[N+](=O)[O-] | 15% | 2% | -2% | -7% | -31% | -2% | 1% | 0% | -1 | -0.7%
COc1ccc(CCNc2cc(C)[nH]c(=O)c2)cc1OC | 2% | 6% | 40% | 0% | -9% | 5% | -4% | -2% | 0 | 0.5%

Next section
SMILES | CXXC DNA block | TCR activator | BRCA1 expr act | ELG1 repair inh | AT treatment | Integrin act MD | p53 reactivator | PTAP TSG101 blk | TRPV1 ag | B2AR arrestin
CC(=O)c1ccc(N2CCN(C(=S)Nc3cccc(Cl)c3)CC2)cc1 | -3% | -11%[46.1 µM] | -7% | 6% | 6% | 3% | 13% | 1% | ? | -0.4%
O=c1cc(NCc2ccccc2)nc2ccccn12 | 1% | 1% | ? | ? | 4% | 5% | 14% | -7% | 1 | 0.3%
O=C(Nc1cccnc1Oc1ncnc2cc(Cl)ccc12)c1ccc(F)cc1 | 0% | 5% | -17% | 15% | -5% | 20% | -4% | -2% | -2 | -1.4%
COc1ccc(N2CC(=O)N(c3ccccc3)C2=S)cc1 | 0% | 2%[46.1 µM] | 61% | ? | 4% | -1% | ? | -4% | -8 | -0.2%
COc1ccccc1NC(=O)C(C)N1C(=O)C2CCCCC2C1=O (stereo unspecified) | . | 7% | 2% | 16% | 3% | 28% | 3% | -5% | -5 | 0.0%
COC(=O)C1=C(C)N(CCCC(=O)O)C(=O)NC1c1ccccc1Cl (stereo unspecified) | . | -3% | 36% | . | . | 14% | . | -1% | . | .
S=C(Nc1ccc2nc(-c3ccccn3)c(-c3ccccn3)nc2c1)N1CCCCC1 | -5% | 3% | 58% | -5% | 9% | 0% | -3% | -14% | ? | -0.3%
O=C(CN1CCN(c2ccccn2)CC1)Nc1ccc(OC(F)(F)F)cc1 | 11% | 4% | -23% | -12% | -9% | -2% | -1% | -1% | 4 | 0.4%
O=C(CC1CCCCC1)NCc1ccccc1Cl | -1% | 1% | ? | ? | 2% | -15% | . | -2% | 26 | 0.3%
COCCn1c(SCc2c(F)cccc2Cl)nc2c1c(=O)[nH]c(=O)n2C | 1% | 4% | 4% | 13% | -17% | -12% | -17% | 7% | 2 | -0.5%
COc1ccc(CN(C(=O)c2oc3cc(C)c(C)cc3c2C)C2CCS(=O)(=O)C2)cc1OC (stereo unspecified) | -2% | 0% | -15% | ? | 7% | 31% | -28% | 2% | 14 | -0.1%
COc1cccc(-n2c(=S)sc3c(=O)n(-c4ccccc4C)c(SCC(=O)O)nc32)c1 | 4% | -1% | -15% | 21% | -4% | 5% | -5% | -3% | 2 | 4.1%
CC(=O)c1cc2c(cc1N)OCO2 | 5% | 7% | 16% | 11% | -8% | 14% | 1% | -7% | 1 | 0.5%
COc1ccc(C=C(C#N)C#N)c(CSc2ccccn2)c1 | -6% | -3% | -8% | -7% | 0% | 1% | . | 1% | 5 | -0.7%
O=C(CN1CCCC1c1cccs1)Nc1cccc(S(=O)(=O)N2CCCC2)c1 (stereo unspecified) | . | -4% | -30% | ? | -2% | -44% | -4% | -5% | 19 | -0.5%
Cc1c(C(=O)OCC(=O)NCc2ccc3c(c2)OCO3)cccc1[N+](=O)[O-] | ? | -7%[46.1 µM] | 1% | -22% | ? | -14% | -6% | -2% | -5 | -1.2%
O=C(Nc1cccs1)OCCN1CCN(Cc2ccccc2)CCC1=O | -1% | 8% | 0% | -4% | 15% | -23% | -1% | -1% | 3 | -0.1%
COc1ccc(OC)c(NC(=O)[C@@]2(CC(=O)O)CC(/C=C/c3ccccc3)=NO2)c1 | -20% | 9% | -13% | -5% | 3% | 13% | -2% | 0% | 1 | -1.0%
COc1ccc(C(=O)Oc2cc(N)n(S(=O)(=O)c3ccccc3)n2)cc1 | 169%[activator] | -2% | 2% | 5% | 5% | -10% | 5% | -4% | -1 | 0.3%
O=C(COc1ccc(S(=O)(=O)NC2CCCCC2)cc1)N1CCN(c2cccc(Cl)c2)CC1 | 8% | -4% | -74% | ? | -4% | -33% | -3% | -1% | -6 | -0.6%
